# Screens deposited in PubChem by National Center for Advancing Translational Sciences (NCATS).
# TexasRed fluor: alters Texas Red total fluorescence, flagging assay interference; actives 0.29% (n = 280,000); AID 1479; TRb/SRC2 Texas Red total fluorescence interference; Potency, µM (series often up to 106 µM), inactives show at the top dose fluorescence change, negative = quenching; active means well fitted curve in either direction with a large enough effect; inconclusive means small, poorly fitted or top-dose-only effect; further: on the % scale 0 is the no-effect control and ±100 the full control effect
#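 Human TRb ligand-binding domain at 0.6 uM with 20 nM Texas Red SRC2 peptide in Tris buffer containing 1 uM T3 and 5% DMSO, incubated with compound 5 h at ambient temperature. Total fluorescence (555/632 nm) calculated as parallel + 2 × perpendicular.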
# Tau fibril ThT: tau fibrillization inhibition (ThT binding). AID 1460. recombinant tau K18 P301L, heparin-induced fibrillization, ThT fluorescence. Potency, µM (titrated, usually from 57.4 µM), without a hit: at the highest dose activity, negative = inhibition, most hits filed as inhibitors. actives 2.1% (n = 270,000); further: on the % scale 0 is the no-effect control and ±100 the full control effect; nearly all actives have a fitted effect of over 55% in size
# Target sequence (P10636 561-689 P618L limits assumed): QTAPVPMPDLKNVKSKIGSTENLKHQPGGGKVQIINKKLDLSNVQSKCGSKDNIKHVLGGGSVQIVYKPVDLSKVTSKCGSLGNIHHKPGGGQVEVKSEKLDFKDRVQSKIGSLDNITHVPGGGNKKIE
#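 Heparin-induced (20 uM) aggregation of recombinant human K18 P301L tau, 15 uM unlabeled with 0.24 uM labeled, pH 7 acetate buffer, 6 hr at 37 C with compound. Fibrils quantified by 30 uM ThT fluorescence after 1 hr ambient incubation.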
# Tau fibril FP: inhibitors of human tau fibril formation | P10636 | K18 P301L tau heparin fibrillization, Alexa594 FP, 6 h | Potency, µM (highest dose often 57.7 µM), for the others: top-dose activity, negative = inhibition, usual class: inhibitors | actives 0.39% (n = 280,000); further: on the % scale 0 is the no-effect control and ±100 the full control effect; nearly all actives have a fitted effect of over 55% in size
#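 Human K18 P301L fragment (15 uM unlabeled plus 0.24 uM Alexa 594-labeled) in 100 mM sodium acetate pH 7 with compound, aggregation induced by 20 uM heparin for 6 hr at 37 C. ThT (30 uM) added for 1 hr, then Alexa 594 FP read.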
# L3MBTL1 block: blocks human L3MBTL1. Q9Y468. AlphaScreen L3MBTL1–H3K9me1 peptide binding. Potency, µM (doses to about 57.1 µM), for the others: top-dose activity, negative = inhibition, hits mostly inhibitors. actives 0.66% (n = 230,000); further: on the % scale 0 is the no-effect control and ±100 the full control effect; nearly all actives have a fitted effect of over 60% in size
#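 First, the protein-peptide complex forms for 30 min at room temperature (L3MBTL1 50 nM, biotinylated H3K9me1 peptide 75 nM). Next, compounds are pin-transferred and incubated 30 min. Finally, AlphaScreen beads are added and read after 30 min.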
# RECQ1 helicase: inhibitors of human RECQ1 DNA helicase; P46063; RECQ1 DNA unwinding, red fluorescence kinetic read; Potency, µM (top dose mostly 57.3 µM), for inactives: top-dose activity, negative = inhibition, usual class: inhibitors; actives 0.54% (n = 240,000); AID 2549;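 further: plate controls were vehicle for no effect and no enzyme for full effect; nearly all actives have a fitted effect of over 30% in size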
#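 RECQ1T1 50 nM; forked duplex (20 bp + 30-nt ss tails) 200 nM, ATP 2 mM final; pH 8.0, 2 mM MgCl2, 2.5 ug/ml poly(dI-dC); 15 min compound preincubation; discontinuous kinetic read over 2 h at RT.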
# TRb SRC2 PPI: inhibitors of human thyroid hormone receptor beta-SRC2 interaction. Potency, µM (top dose mostly 106 µM), for inactives: top-dose activity change, negative = inhibition, usual class: inhibitors. TRbeta-SRC2 peptide binding, fluorescence polarization; receptor liganded with 1 µM T3. actives 0.065% (n = 280,000). P10828;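 further: plate controls were bound peptide for no effect and peptide without receptor for full effect; nearly all actives have a fitted effect of over 50% in size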
# Target sequence (P10828 whole entry, looked up): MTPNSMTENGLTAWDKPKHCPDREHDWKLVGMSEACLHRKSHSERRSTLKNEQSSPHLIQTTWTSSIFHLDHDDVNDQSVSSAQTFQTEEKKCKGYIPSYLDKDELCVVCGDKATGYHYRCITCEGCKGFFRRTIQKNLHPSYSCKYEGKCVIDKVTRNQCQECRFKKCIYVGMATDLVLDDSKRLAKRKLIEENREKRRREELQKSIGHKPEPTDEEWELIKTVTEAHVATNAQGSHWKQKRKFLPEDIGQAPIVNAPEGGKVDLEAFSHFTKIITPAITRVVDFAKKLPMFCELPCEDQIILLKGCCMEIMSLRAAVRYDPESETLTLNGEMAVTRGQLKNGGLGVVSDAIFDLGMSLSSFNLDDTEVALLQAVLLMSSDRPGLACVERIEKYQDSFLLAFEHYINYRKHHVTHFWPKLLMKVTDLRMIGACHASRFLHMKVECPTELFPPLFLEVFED
#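 Compounds were added to 0.6 uM TRb ligand-binding domain and 20 nM Texas Red-labeled SRC2 peptide in Tris buffer containing 1 uM T3, incubated 5 hr at ambient temperature, then read by fluorescence polarization.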
# HTT cytoprotect: protects HTT-Q103 PC12 cells, measured by ATP; Potency, µM (top dose mostly 56.4 µM), inactives show cytoprotection (ATP increase), actives largely listed as activators; AID 1471; actives 0.14% (n = 230,000); PC12 HTT-Q103 induced, cytoprotection, ATP luminescence, 40 h;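 further: % of control where 0% means no effect; nearly all actives have a fitted effect of over 45% in size; toxic huntingtin expression switched on by the ecdysone agonist tebufenozide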
#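 Huntington model: PC12 line, ecdysone-inducible HTTQ103 exon1–GFP, tebufenozide 100 nM. Test articles in a dose series. Endpoint luminescence from cellular ATP.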
# Tau fluor cs: counter-screen for tau fibril formation inhibitors; AID 1463; actives 0.93% (n = 280,000); tau K18 P301L Alexa594 fluorescence, heparin fibrillization; Potency, µM (doses to about 57.7 µM), for inactives: at the highest dose activity change, negative = decrease; further: on the % scale 0 is the no-effect control and ±100 the full control effect; nearly all actives have a fitted effect of over 55% in size
#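 Human tau K18 P301L (15 uM unlabeled, 0.24 uM Alexa 594-labeled) in 100 mM sodium acetate pH 7 with 20 uM heparin, 6 hr at 37 C. ThT 30 uM added, 1 hr ambient; Alexa 594 FP and total fluorescence read at 555/632 nm.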
# * hit, by the source's call; i = inactive; ? = inconclusive; · = no result given; & = joins results of further samples; [ ] = another dose, or the depositor's remark. Unless noted, the call rests on the fitted dose curve; in most records, active means well fitted curve in the direction sought with a large enough effect; inconclusive means small, poorly fitted or top-dose-only effect, or another doubt; inactive means no such curve, though single readings can be large; an effect the other way counts as inactive or inconclusive. Potency means the concentration at half of the fitted maximal effect. The list is partial, so the mix of outcomes need not match the whole.
Compound	TexasRed fluor	Tau fibril ThT	Tau fibril FP	L3MBTL1 block	RECQ1 helicase	TRb SRC2 PPI	HTT cytoprotect	Tau fluor cs
O=C(Cn1cnc2ccccc2c1=O)Nc1cccc(S(=O)(=O)N2CCCCC2)c1	0%	4%	-17%	-17%	2%	-4%	6%[10 µM]	?
CN(C(=O)c1ccccc1OC1CCN(S(C)(=O)=O)CC1)C1CCOC1 (stereo unspecified)	-2%	-6%	-4%	17%	i	1%	16%[10 µM]	1%
CC(C)c1ccccc1NC(=O)CSc1nnc(COc2ccccc2)o1	-2%	0%	3%	·	·	6%	·	-12%
Cn1c(Oc2ccccc2)c(C=O)c2ccccc21	-3%	-8%	-4%	7%	-5%	-1%	-9%	-2%
S=C(NCc1ccccc1)NCc1cccc(CNC(=S)NCc2ccccc2)c1	2%	10%	?	-13%	-2%	8%	-10%[10 µM]	?
CCOc1ccccc1NC(=O)NCc1ccco1	-3%	5%	-2%	-1%	-4%	11%	-4%[10 µM]	3%
COc1ccc(N(CC(=O)Nc2cccc(C)c2)S(=O)(=O)c2c(C)n[nH]c2C)cc1	0%	1%	-9%	-6%	-3%	-4%	26%	-17%
CCOC(=O)c1sc(NC(=O)c2nc(SC)ncc2Cl)c(C(=O)OCC)c1C	7%	9%	-4%	·	·	-9%	·	2%
Cc1cc(C)c(Cn2ncn(-c3ccc(Br)cc3)c2=O)c(C)c1	-2%	2%	6%	-20%	i	-3%	-33%[inhibitor]	0%
NCCCC[C@@H]1NC(=O)c2cc([N+](=O)[O-])cc(F)c2NCCCC[C@@H](C(N)=O)NC(=O)CNC1=O	-1%	?	?	8%	i	-1%	·	-4%
COc1ccc(C2CCCN2C(=S)Nc2ccc(C)cc2C)cc1OC (stereo unspecified)	4%	?	0%	·	-11%	-1%	-64%[inhibitor]	-23%
Cc1ccc(S(=O)(=O)NCC(=O)OCC(=O)NC(=O)c2cccn2C)cc1	2%	?	-1%	·	7%	-2%	2%	-12%
CCOC(=O)C1CCN(S(=O)(=O)c2ccc(OCC)cc2)CC1	-1%	0%	4%	·	-2%	-18%	-1%	-1%
COc1ccccc1-c1ccc(SCc2cccc(F)c2)nn1	-1%	-13%	10%	45%[activator]	i	-2%	27%[10 µM]	-6%
O=C1C2C3c4ccccc4C(c4ccccc43)C2C(=O)N1c1cccc2cccnc12 (stereo unspecified)	0%	-13%	-4%	-6%	-9%	-1%	-10%	-11%
COc1ccc(C2=NOC(C(=O)Nc3c(C)n(C)n(-c4ccccc4)c3=O)C2)cc1 (stereo unspecified)	1%	-5%	7%	·	-11%	-16%	-2%	-1%
CC(C)[C@@H]1[C@H]2CC[C@H](C2)[C@H]1N	-1%	-6%	0%	·	5%	3%	0%	-13%
COc1cc(/C=N/NC(N)=S)ccc1OCC(=O)Nc1ccc(C)c(C)c1	1%	?	-6%	·	-7%	-13%	-18%	-11%
Cc1nc(-c2ccc(S(=O)(=O)Nc3ccc(OC(F)(F)F)cc3)cc2)co1	-1%	8%	-18%	·	·	2%	·	-23%
CCOC(=O)c1c(NC(=O)c2nn(CC)cc2Br)c(C#N)cn1-c1ccccc1	-2%	-2%	1%	0%[11.4 µM]	i	2%	-13%[0.074 µM]	-10%
COc1ccccc1CNC(=O)CSc1ncc2c(n1)-c1ccc(Cl)cc1N(Cc1ccccc1)S2(=O)=O	2%	?	-7%	·	·	7%	·	-2%
COc1ccc(/C=N/NC(=O)c2ccn[nH]2)cc1COc1ccc(Cl)cc1	1%	-19%	-7%	-3%	-11%	-4%	-33%	?
O=C(O)c1c2c(nc3ccccc13)/C(=C/c1ccc(O)cc1)CCC2	-1%	-3%	5%	10%	0%	-7%	-18%	3%
CCc1cc2c(=O)[nH]c(COC)nc2s1	-2%	1%	1%	8%	-5%	-2%	·	0%
O=C(COc1ccc2ccccc2c1)N1CCN(C(=O)c2ccc([N+](=O)[O-])cc2)CC1	-1%	-17%	4%	-1%	-1%	-4%	-15%	-18%
Cc1nn(-c2ccccc2)c2c1C(=O)N(Cc1ccccc1)C(=O)C(C)(C)C2	-3%	-9%	1%	4%	-11%	-15%	-10%	-14%
Cc1ccc(CCNC(=O)CN2CCN(Cc3ccc(Cl)cc3)C2=O)cc1	-1%	-17%	-6%	·	·	-4%	·	-18%
CCN(CC)S(=O)(=O)c1ccc(N2CCCC2)c(NS(=O)(=O)c2ccc(F)cc2)c1	0%	-16%	12%	-5%	-8%	9%	21%[10 µM]	-26%
CC(C)OC(=O)CN1CCN(S(=O)(=O)c2cc(Cl)ccc2Cl)CC1	-5%	2%	7%	·	-19%	-1%	-4%	7%
O=C(NCc1ccccc1Cl)C1CCN(S(=O)(=O)N2CCC3(CC2)OCCO3)CC1	-1%	-9%	2%	-5%	-13%	-4%	0%	0%

# Exported with values under each structure: 2 of the compounds above
# Results follow in this order: TexasRed fluor	Tau fibril ThT	Tau fibril FP	L3MBTL1 block	RECQ1 helicase	TRb SRC2 PPI	HTT cytoprotect	Tau fluor cs
CCN(CC)S(=O)(=O)c1ccc(N2CCCC2)c(NS(=O)(=O)c2ccc(F)cc2)c1
    0%	-16%	12%	-5%	-8%	9%	21%[10 µM]	-26%
CC(C)OC(=O)CN1CCN(S(=O)(=O)c2cc(Cl)ccc2Cl)CC1
    -5%	2%	7%	·	-19%	-1%	-4%	7%

# Continuation:
Compound	TexasRed fluor	Tau fibril ThT	Tau fibril FP	L3MBTL1 block	RECQ1 helicase	TRb SRC2 PPI	HTT cytoprotect	Tau fluor cs
CC1=C[C@H]2Cc3cc(C)cc(C)c3S(=O)(=O)[C@@H]2C=C1	0%	?	-4%	-3%	-8%	-5%	11%[0.074 µM]	-9%
CN(c1ccccc1)S(=O)(=O)c1ccc(Cl)c(C(=O)OCC(N)=O)c1	-4%	-5%	-17%	6%	-14%	0%	9%[10 µM]	-14%
CC(=O)Nc1ccc2nc(NC(=O)CS(=O)(=O)c3ccc(C)cc3)sc2c1	-3%	?	-13%	·	·	-12%	·	-20%
CCN1CCN(C(=O)CCCCCn2c(=O)[nH]c3cc(C(=O)OC)ccc3c2=O)CC1	-1%	-24%	8%	·	-2%	0%	10%[10 µM]	-4%
CCn1c(O)c(N=NC(=O)C2C(=O)NCC2c2ccccc2)c2ccccc21 (stereo unspecified)	-9%	?	4%	-16%	-6%	-2%	3%[10 µM]	1%
O=C(NC(C(=O)c1ccccc1)N1CCCCC1)c1ccccc1 (stereo unspecified)	2%	?	1%	·	-13%	-14%	2%	-7%
COc1cc(OC)c(N(C)C(=O)Cn2ncc3c(=O)oc4ccccc4c32)cc1Cl	-2%	0%	-12%	·	·	-1%	·	-11%
COc1cc([N+](=O)[O-])cc(/C=N/NC(=O)CSc2nnc(-c3ccccc3)n2C)c1O	0%	·	1%	·	-3%	-6%	-13%[10 µM]	-5%
CCc1ccc(CNC(=O)c2cnc3sc(N4CCCCC4)nn3c2=O)cc1	0%	-14%	10%	·	·	2%	·	-17%
CCC(=O)N/N=C(\C)CC(=O)Nc1cc(Cl)ccc1C	-2%	3%	4%	4%	-1%	2%	·	5%
CCCCOC(=O)Nc1nc2ccc(OC)cc2s1	-13%	5%	11%	-2%[11.4 µM]	-1%	-3%	5%	16%
CN(C)c1ccc(C=C(c2nnnn2-c2ccccc2)c2nnnn2-c2ccccc2)cc1	6%	-18%	13%	-2%	-12%	-3%	-19%[10 µM]	?
CSc1ccc(/C=C/C(=O)NC23CC4CC(CC(C4)C2)C3)cc1	-2%	5%	2%	-4%	4%	0%	-20%[10 µM]	3%
CCCCCCn1c(N2CCN(c3cccc(Cl)c3)CC2)nc2c1c(=O)[nH]c(=O)n2C	-3%	-8%	10%	14%	-1%	-12%	3%[0.074 µM]	9%
COc1ccc(-c2nc3ccc(NS(=O)(=O)c4ccccc4)cc3o2)cc1	-25%	?	?	·	·	5%	·	?
COCCCNS(=O)(=O)c1ccc(SC)cc1	-2%	0%	-1%	5%	-4%	3%	11%[10 µM]	-3%
CSc1nc(Oc2ccc(C)cc2)cc(C(F)(F)F)n1	1%	5%	-6%	24%	-19%	6%	4%	-1%
CCOC(=O)/N=C(/NC(=O)Nc1ccc(C(=O)OCC)cc1)OC	-3%	-10%	-11%	-1%	-10%	-2%	-9%[1.9 µM]	-11%
O=C(NCc1ccccc1Cl)C(=O)NCC(c1cccs1)S(=O)(=O)c1ccccc1 (stereo unspecified)	0%	4%	-10%	·	·	-5%	·	-15%
Cc1cc(C)n(-c2nc3ccccc3n3nnnc23)n1	1%	11%	-2%	·	-4%	-1%	10%	3%
O=C(CSc1nc2c([nH]c3ccccc32)c(=O)n1-c1ccccc1F)Nc1cccc(Cl)c1	0%	2%	?	·	·	11%	·	?
CC1(C)CC(=O)C=C(OC(=O)c2ccc(Cl)cc2)C1	-2%	?	1%	12%	-8%	3%	4%[10 µM]	-6%
O=C(N/N=C/c1c[nH]c2ccc(Br)cc12)c1ccn(Cc2ccc(Cl)cc2)n1	-2%	?	10%	-3%	-6%	13%	-36%	11µM*[quencher]
O=C(c1cc2c(s1)-c1ccccc1OC2)N1CCN(c2ccccc2)CC1	-14%&0%	?	9%&4%	·	6%	-6%&-2%	-10%	?
CCN1C(=O)C(CC(=O)Nc2ccc(OC)cc2)N(CCc2ccc(F)cc2)C1=S (stereo unspecified)	-6%	-6%	?	-2%	-15%	6%	-82%[inhibitor]	?
CCc1cc2ccccc2nc1SCC(=O)Nc1cc(OC)c(OC)cc1C(=O)O	-4%	11%	3%	-14%	4%	0%	4%[10 µM]	9%
O=C(CN1C(=O)C2CC=CCC2C1=O)Nc1nccs1 (stereo unspecified)	0%	-2%	0%	·	2%	-15%	-5%[10 µM]	-2%
